Bioassay records from PubChem BioAssay.
NSD2 inh: inhibitors of human histone methyltransferase NSD2. O96028. NSD2 peptide methylation, AlphaScreen, 120 min. inhibition, % at 12.5 µM. actives 0.54% (n = 310,000). AID 743445; in the data active means inhibition above about 50%
CAL PDZ FP-1: blocks peptide binding to human CAL PDZ domain. Q9HD26. purified CAL PDZ, TMR-peptide fluorescence polarization, 1 h. inhibition, % at 20 µM. actives 0.02% (n = 330,000). AID 504414;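 active means highest replicate inhibition of at least 40%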;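 further: plate controls were DMSO neutral control wells for no effect and unlabeled competitor peptide control wells for full effect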
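material = purified tagged CAL PDZ domain construct (CerCALP) | buffer or medium = sodium phosphate/NaCl buffer pH 7.4 with TCEP, IgG, Thesit | reagent = TMR-labelled reporter peptide T*-PRC34 bound in PDZ groove | incubation = 1 h room-temperature incubation prior to read | measured by = fluorescence polarization (mP) | evaluation = percent inhibition from loss of millipolarization | control set = unlabelled peptide and DMSO controls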
V-ATPase pHluor: alters yeast V-ATPase proton transport; S. cerevisiae, pHLuorin cytosolic pH fluorescence; response, % at 10 µM; actives 0.37% (n = 350,000); AID 504577; in the data active means response mostly above about 7.3%, no sharp cut-off; inactive means mostly below about 5.4%; further: actives read high; inactives centre near 0; some compounds called inactive have numbers as strong as hits
Pemphigus Ab inh: inhibitors of pemphigus antibody binding to human desmoglein-3; P32926; DSG3-coupled beads, scFv-anti-DSG3-GFP binding, flow cytometry; hits give low values; binding (percent of control), % at 10 µM; actives 0.48% (n = 310,000); AID 588358;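 active means binding more than 3 SD below its plate's average and above zero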;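 further: hits lower antibody fragment binding to DSG3; some compounds called inactive have numbers as strong as hits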
LANA DNA inh: inhibitors of KSHV LANA C-terminal domain DNA binding; MBP-C-LANA/FAM-LBS DNA binding, fluorescence polarization; inhibition, % at 9 µM; actives 0.078% (n = 340,000); AID 504423;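 active means highest replicate inhibition at or above 60% at 9 µM, even if other replicates fall short; inactive means all replicates below 60% inhibition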;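 further: 0% = neutral control wells and 100% = 4 µM acridine orange control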
DAGLB inhibitor: blocks human DAGLB lipase activity; actives 0.059% (n = 340,000); Q8NCG7; AID 504411; inhibition, % at 5.17 µM; HEK293T DAGLB membrane lysate, EnzChek fluorogenic substrate; in the data active means inhibition above about 34%;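 further: 0% = enzyme with vehicle and 100% = wells lacking enzyme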
Keap1 Nrf2 FP: Keap1-Nrf2 (human) interaction inhibition; inhibition, % at 9.4 µM; Q14145; actives 0.15% (n = 340,000); Keap1 Kelch-Nrf2 peptide fluorescence polarization, 1536-well; AID 504523; in the data active means inhibition above about 12%;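 further: human Keap1 Kelch domain with fluorescein labeled Nrf2 9mer peptide probe; 0% = neutral control wells and 100% = peptide positive control; higher means more block of Keap1 binding to Nrf2 peptide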
Target sequence (Q14145 whole entry, looked up, the tested form may be a part): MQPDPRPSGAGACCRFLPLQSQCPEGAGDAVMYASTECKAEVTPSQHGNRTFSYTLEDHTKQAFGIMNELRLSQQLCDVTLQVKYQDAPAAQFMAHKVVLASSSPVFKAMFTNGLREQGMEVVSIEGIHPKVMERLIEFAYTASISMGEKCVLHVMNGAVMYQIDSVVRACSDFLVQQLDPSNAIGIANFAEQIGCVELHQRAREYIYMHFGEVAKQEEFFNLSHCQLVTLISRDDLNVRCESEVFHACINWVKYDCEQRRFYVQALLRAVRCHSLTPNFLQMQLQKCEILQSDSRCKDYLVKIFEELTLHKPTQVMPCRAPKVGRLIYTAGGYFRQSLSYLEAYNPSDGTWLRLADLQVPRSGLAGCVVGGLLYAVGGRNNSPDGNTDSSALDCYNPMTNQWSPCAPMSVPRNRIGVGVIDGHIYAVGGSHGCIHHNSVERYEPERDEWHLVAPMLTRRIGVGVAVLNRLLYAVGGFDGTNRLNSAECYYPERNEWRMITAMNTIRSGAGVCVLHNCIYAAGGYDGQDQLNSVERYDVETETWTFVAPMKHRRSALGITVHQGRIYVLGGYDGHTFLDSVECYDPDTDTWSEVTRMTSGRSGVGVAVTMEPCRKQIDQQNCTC
RTF Ca sens inh: cardiac RTF calcium desensitization; P19429+P45379; IANBD-labeled cardiac RTF, Ca2+ fluorescence; inhibition, % at 7.15 µM; actives 0.12% (n = 340,000);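 active means inhibition above the mean inhibition of all tested compounds plus 3 SD, cut at about 17% in these data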;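 further: assay run at fixed EC70 calcium of 1.6 mM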
CAL PDZ FP-2: blocks peptide binding to the human CAL PDZ domain. Q9HD26. purified CAL PDZ, TMR-peptide fluorescence polarization, 1 h. inhibition, % at 24.9 µM. actives 0.92% (n = 300,000). AID 602252;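 active means mean inhibition of at least 30% with at least half of replicates also reaching 30%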;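 further: 0% = DMSO neutral control and 100% = excess unlabeled competitor peptide PRC23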
Arr AP2 block: inhibitors of human beta-arrestin and AP2 interaction | FITC-arrestin peptide / GST-AP2 beads, flow cytometry; AP2 beta2 appendage carries R879A mutation | actives 0.31% (n = 340,000) | inhibition, % at 10 µM;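 active means inhibition above a set limit, near 3 SD of compounds lacking own fluorescence, cut at about 54% in these data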;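 further: plate controls were DMSO wells for no effect and 5 µM unlabelled arrestin peptide for full effect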
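test system = AP2 appendage R879A on GSH beads | buffer or medium = PBS plus Tween 20 (0.05%) and BSA (0.1%) | incubation = 12 min plus 1 h, RT | detection = bead flow cytometry, FITC channel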
* hit, by the source's call; nt = no result given. An excerpt; the hit share may differ from the screen's.

nr	molecule	NSD2 inh	CAL PDZ FP-1	V-ATPase pHluor	Pemphigus Ab inh	LANA DNA inh	DAGLB inhibitor	Keap1 Nrf2 FP	RTF Ca sens inh	CAL PDZ FP-2	Arr AP2 block
1	Cc1ccc(CNC(=S)NC2CCC(C(C)(C)C)CC2)cc1 (stereo not given)	26	-2.3	-2	nt	-0.7	-15	0	-4	-3	-5
2	Cc1ccc(C)c(OCC(=O)Nc2cc(NC(=O)COc3cc(C)ccc3C)cc(C(=O)O)c2)c1	0	nt	2	101	-1.1	5	-1	-1	-5	-3
3	C/C(O)=C(\N=Nc1cc(C)ccc1O)C(N)=O	0	0.2	-3	100	-0.9	nt	3	nt	0	-10
4	CCC(C)NC(=O)CN(C)S(=O)(=O)c1ccc2c(c1)c(=O)n(C)c(=O)n2C (stereo not given)	nt	-0.7	0	105	-0.5	-5	-2	-2	nt	8
5	CC(C)C(NS(=O)(=O)c1cccc(C(F)(F)F)c1)C(=O)N1CCc2ccccc2C1 (stereo not given)	-2	-1.1	1	112	1.6	-2	4	3	-1	0
6	Cc1cc(S(=O)(=O)N2CCOCC2)c(C)s1	-8	-2.6	0	101	0.5	2	4	0	1	-6
7	CCC1CCCCN1CCCNC(=O)c1ccc2c(c1)N(Cc1c(F)cccc1Cl)C(=O)CS2 (stereo not given)	14	-1.2	3	nt	1.0	3	-3	-5	-3	-2
8	CCOC(=O)c1c(C)[nH]c(C(=O)COC(=O)CCS(=O)(=O)c2ccc(C)cc2)c1C	-3	-0.1	-2	107	2.1	-2	1	-4	-5	-3
9	O=c1[nH]nc(Cc2ccccn2)c2ccccc12	2	nt	2	102	-0.3	-1	-1	1	-4	1
10	CCCn1c(SC2C(=O)CC(C)(C)CC2=O)nc2c1c(=O)n(C)c(=O)n2C	-4	-0.1	0	101	2.4	-1	-2	6	-2	6
11	C=C(C)C1CC=C(C)/C(=N\NC(=S)Nc2ccc(C)cc2)C1 (stereo not given)	-2	-0.6	0	102	2.2	-9	1	-2	0	32
12	Cc1ccc(-c2ccc(SCC(=O)Nc3cc(C)on3)nn2)cc1	-3	-2.4	8	111	0.9	-4	0	-9	0	4
13	Cc1cc(C)n2c(SCC(=O)NC3CCCCC3)nnc2n1	1	0.0	1	100	0.4	2	-6	8	-5	-3
14	O=C(CCSc1ccc(Cl)cc1)NCc1ccncc1	-2	0.4	7	113	1.3	1	-2	-9	-5	22
15	Cc1oc(C(C)(C)C)cc1C(N)=O	-1	0.2	-6	109	-1.5	1	6	5	nt	16
16	C[C@@H]1CN([C@H](C)CO)C(=O)Cc2cc(NS(=O)(=O)c3ccc(F)cc3)ccc2O[C@H]1CN(C)Cc1ccc(C(=O)O)cc1	nt	-0.7	1	99	-3.7	3	-6	-11	13	-6
17	C=CCSc1nnc2nc3c(nn12)c1cc(C)ccc1n3CC=C	nt	-4.1	3	-30*	1.7	18	-4	-8	6	11
18	CCC(C(=O)O)P(=O)(c1ccc(Cl)cc1)c1ccc(Cl)cc1 (stereo not given)	4	-0.3	0	100	-0.8	1	-1	10	4	48
19	Cc1cc2nc(-c3ccccn3)c(-c3ccccn3)nc2cc1C	-1	-0.8	-1	87	-2.7	-1	2	-6	-6	-7
20	CCOC(=O)C1CCCN(S(=O)(=O)c2ccc3c(c2)NC(=O)CO3)C1 (stereo not given)	14	0.4	-1	99	-0.5	3	1	-5	1	41

Gathered by group: the entries above with a Cl atom.
nr	molecule	NSD2 inh	CAL PDZ FP-1	V-ATPase pHluor	Pemphigus Ab inh	LANA DNA inh	DAGLB inhibitor	Keap1 Nrf2 FP	RTF Ca sens inh	CAL PDZ FP-2	Arr AP2 block
7	CCC1CCCCN1CCCNC(=O)c1ccc2c(c1)N(Cc1c(F)cccc1Cl)C(=O)CS2 (stereo not given)	14	-1.2	3	nt	1.0	3	-3	-5	-3	-2
14	O=C(CCSc1ccc(Cl)cc1)NCc1ccncc1	-2	0.4	7	113	1.3	1	-2	-9	-5	22
18	CCC(C(=O)O)P(=O)(c1ccc(Cl)cc1)c1ccc(Cl)cc1 (stereo not given)	4	-0.3	0	100	-0.8	1	-1	10	4	48

Other entries follow.
nr	molecule	NSD2 inh	CAL PDZ FP-1	V-ATPase pHluor	Pemphigus Ab inh	LANA DNA inh	DAGLB inhibitor	Keap1 Nrf2 FP	RTF Ca sens inh	CAL PDZ FP-2	Arr AP2 block
21	Cc1cc(C)nc(NN=CC2=C(N3CCOCC3)/C(=C/c3ccc(Cl)cc3)CC2)n1	2	0.1	-3	nt	-0.2	2	-5	-3	-1	-3
22	CC(Sc1nnnn1C)C(=O)Nc1nc(-c2ccc(F)c(F)c2)cs1 (stereo not given)	-2	-0.8	0	91	0.2	-1	-1	3	-4	8
23	COc1cc([N+](=O)[O-])ccc1NC(=O)/C=C/C(=O)O	-1	-0.1	5	104	1.1	-1	-1	-4	71*	-5
24	Cn1c(N)c(C(=O)c2cc(-c3ccccn3)nc3ccccc23)c(=O)[nH]c1=O	3	-3.5	-4	92	1.3	3	-2	-9	8	-1
25	Cc1ccc(N(Cc2cc(=O)[nH]c3ccccc23)C(=O)CCl)cc1	9	-0.8	4	88	-3.2	1	-4	3	-5	-7
26	O=S(=O)(NCCOc1ccccc1Cl)c1ccc2oc3ccccc3c2c1	-2	-1.9	-1	nt	-0.1	-14	-1	-9	1	3
27	COc1ccc(OC)c(/C=N/NC(=O)c2c(C)nc3ccc(C)cn23)c1	-3	-1.9	1	96	-1.2	-2	-6	-5	-4	-3
28	CC(=O)OC1=Cc2c(ccc3ccc(=O)oc23)OC1(C)C	4	-1.7	1	89	0.2	-1	0	-6	-1	10
29	COc1ccc2nc(N(Cc3ccccc3)C(=O)CCNC(C)=O)sc2c1	-1	-2.8	3	nt	1.4	1	-4	-3	0	-9
30	CN(c1ccc(C(=O)NCCSCc2c(F)cccc2Cl)cc1)S(C)(=O)=O	4	-0.8	1	100	-2.7	0	-2	-3	9	29
31	COc1ccc(C(=O)Nc2ccc(NC(=O)c3cnccn3)cn2)cc1	0	-0.6	5	72*	-0.2	0	-3	-13	-1	21
32	CCC(C)OC(=O)c1[nH]c2c(c1C)C(=O)CC(c1ccc(N(C)C)cc1)C2 (stereo not given)	nt	-0.9	-2	111	-0.8	2	-5	6	0	5
33	CNS(=O)(=O)c1cccc(C(=O)OCC(=O)c2cc(C)n(-c3ccc4c(c3)OCO4)c2C)c1	0	-1.0	-4	106	-0.7	0	2	-2	-2	24
34	CC(NC(=O)C1CCCN1S(=O)(=O)c1cccc2cccnc12)c1ccccc1 (stereo not given)	nt	-1.5	-1	106	1.0	0	2	-6	-7	14
35	Cc1cc(C)nc(N(C#N)Cc2cccc(Cl)c2)n1	-5	-1.6	0	99	0.7	-8	0	-2	nt	12
36	COc1ccc(NC(=O)c2csc(C)c2)cc1OC	-1	-1.3	-3	105	0.7	1	0	3	nt	13
37	O=C(CSc1ccccn1)Nc1ccc(Cl)cn1	0	-1.4	-2	93	0.5	-1	-5	-9	-1	7
38	Cc1ncoc1C(=O)NC1CC(C)(C)Cc2c1cnn2-c1ccccc1 (stereo not given)	2	-2.4	-2	117	0.4	-2	4	1	-3	12
39	O=C(COC(=O)COc1ccc2ccccc2c1)NCC(F)(F)F	2	-0.6	7	119	-0.6	0	-5	-3	14	10
40	O=C(CC1C(=O)NCCN1Cc1ccccc1C(F)(F)F)NC1CCCC1 (stereo not given)	-4	-0.2	-1	94	1.2	0	1	-3	-3	22
41	COc1ccc(N(C)S(=O)(=O)c2ccc3c(c2)NC(=O)CO3)c(OC)c1	-1	-0.5	8	114	0.3	0	-3	-5	nt	0
42	CC(C)C(=O)Nc1ccc(Br)cc1Cl	-2	-1.3	-3	91	0.9	-2	6	-4	-4	-8
43	Cc1ccc(NC(=O)c2ccco2)cc1NC(=O)CSc1nnc(-c2cccs2)n1C	1	-1.4	-2	108	3.5	-3	4	-4	1	27
44	CCCCC(CC)CNC(=O)c1[nH]c(C)c(C(C)=O)c1C (stereo not given)	nt	-1.0	2	105	-0.6	3	-3	-3	nt	6
45	CC1(C)Cc2c(sc3nc(C4CCCCC4)n(N)c(=O)c23)CO1	-2	-1.5	2	nt	-0.6	-1	3	-6	-4	3
46	Cc1cc(C)cc(C(=O)Nc2cccnc2)c1	0	nt	2	114	-0.7	-1	-4	-5	-6	9
47	COc1cccc(C2NC(=O)CCC2[N+](=O)[O-])c1 (stereo not given)	0	-1.4	0	102	-0.1	-2	-3	3	-5	24
48	CCOC(=O)CNC(=O)CCc1nnc2ccc(N3CCC(C)CC3)nn12	-1	0.9	0	91	5.0	-1	-5	-3	2	26
49	COc1cc(C2C3=C(CC(C)(C)CC3=O)N(C)C3=C2C(=O)CC(C)(C)C3)cc(Br)c1O	2	-0.6	0	114	-0.3	3	0	-3	-1	25
50	CC(C)CCOP(=O)(c1ccc(N(C)C)cc1)C(O)c1ccccc1F (stereo not given)	2	-0.6	5	100	0.5	3	-2	-3	0	-5
51	CC(=O)Nc1cccc(NC(=O)C(=O)c2cn(CC(=O)N3CCCC3)c3ccccc23)c1	4	nt	-3	106	nt	0	nt	nt	nt	nt
52	COc1ccc(NC(=O)COC(=O)c2ccc(OCc3ccccc3Cl)c(OC)c2)c(OC)c1	nt	-0.8	1	94	-2.5	-2	-3	-3	-12	-7
53	CCCC(=O)Nc1nc(-c2ccc(Cl)s2)cs1	2	-2.0	-2	94	1.3	-5	-1	1	nt	-6
54	Cn1cnc2c1c(=O)n(CC(O)CO)c(=O)n2C (stereo not given)	-5	0.4	0	nt	0.5	-2	-7	-8	7	10
